Screening data: PubChem, several laboratories
TNAP inh no acc = human TNAP enzyme inhibitors, primary screen, biochemical, luminescent, no phosphate acceptor, uHTS. purified TNAP, CDP-star luminescence, 30 min. inhibition, % at 20 µM. 200,000 tested, 0.26% active. AID 1012, 2008;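 active means tissue-nonspecific alkaline phosphatase inhibition above about 50% at 20 µM in the single-dose screen, limit read from the data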;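 further: 0% = DMSO negative control and 100% = EDTA positive control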
Target sequence (P05186 whole entry, looked up): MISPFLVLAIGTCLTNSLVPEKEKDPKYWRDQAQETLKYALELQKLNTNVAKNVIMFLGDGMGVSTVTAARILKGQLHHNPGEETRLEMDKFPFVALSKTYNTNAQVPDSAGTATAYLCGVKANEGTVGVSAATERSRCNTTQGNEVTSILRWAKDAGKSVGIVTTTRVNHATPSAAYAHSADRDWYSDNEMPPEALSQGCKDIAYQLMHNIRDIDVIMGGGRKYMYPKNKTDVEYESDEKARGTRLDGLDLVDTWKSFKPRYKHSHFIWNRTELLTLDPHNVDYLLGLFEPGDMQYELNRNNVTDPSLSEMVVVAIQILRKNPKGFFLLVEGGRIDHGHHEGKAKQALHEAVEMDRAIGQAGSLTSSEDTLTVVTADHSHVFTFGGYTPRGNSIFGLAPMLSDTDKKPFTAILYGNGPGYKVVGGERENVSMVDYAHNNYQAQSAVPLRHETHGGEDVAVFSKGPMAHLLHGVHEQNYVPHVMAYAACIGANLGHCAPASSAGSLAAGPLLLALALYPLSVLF
TNAP inh hi DEA = human TNAP enzyme inhibitors, primary screen, biochemical, luminescent, high phosphate acceptor level, uHTS. AID 1135, 2008. inhibition, % at 20 µM. Alkaline phosphatase, tissue-nonspecific isozyme (Homo sapiens), P05186. purified TNAP, CDP-star luminescence, 1 M DEA. 200,000 tested, 0.03% active;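 active means over 50% inhibition of tissue-nonspecific alkaline phosphatase at 20 µM in the single-dose screen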;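 further: plate controls were DMSO wells for no effect and EDTA-quenched wells as full inhibition for full effect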
RAM network inh = inhibitors of the yeast RAM network, primary screen, dse1pr::URA3 reporter, 5-FOA selection. S. cerevisiae dse1pr::URA3 reporter, 5-FOA growth OD615, 2 d; analog-sensitive cbk1-as2 kinase mutant strain. inhibition, % at 50 µM. 190,000 tested, 1.8% active. AID 868, 2007;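 active means inhibition above a set limit, 3 SD over mean compound inhibition, cut at about 8.4% in these data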;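 further: 0% = DMSO-only wells with no growth and 100% = 10 µM 1-NA-PP1 full growth; inhibition rescues growth on 5-FOA so higher OD means more RAM inhibition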
bIAP act = bovine intestinal alkaline phosphatase activators, primary screen, biochemical, bovine IAP, CDP-star luminescence | purified bovine IAP, 30 min; active compounds read high; fold of DMSO-control signal, blank-subtracted | activation factor at 20 µM | 200,000 tested, 0.17% active;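 active means activation factor of 2 or more at 20 µM, a signal rise over negative controls twice the positive control's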
bIAP inhibitor = bovine intestinal alkaline phosphatase inhibitors, primary screen, selectivity assay for TNAP inhibitor project, biochemical, bovine IAP, CDP-star luminescence. purified bovine IAP, 30 min. inhibition, % at 20 µM. 190,000 tested, under 10 active;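 active means over 50% inhibition of intestinal alkaline phosphatase at 20 µM in the single-dose screen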
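Assay system: bovine IAP enzyme; medium: DEA buffer 100 mM, pH 9.8, with MgCl2 1.0 mM, ZnCl2 0.02 mM; doses: 20 µM single dose; incubation: enzyme reaction for 30 min at room temperature; detection: CDP-star luminescence signal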
TNAP act hi DEA = TNAP activators at high phosphate acceptor level, primary screen, biochemical, luminescence, uHTS; Alkaline phosphatase, tissue-nonspecific isozyme (Homo sapiens), P05186; purified TNAP, CDP-star luminescence, 1 M DEA, 30 min; active compounds read high; 0 = EDTA background, 1 = DMSO-only activity; activation factor at 20 µM; 200,000 tested, under 10 active; AID 1136, 2008;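 active means activation factor at least 2 at 20 µM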
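system = human TNAP | amount = enzyme diluted 1/800 final | reagent = 100 µM CDP-star substrate | signal = luminescent substrate turnover signal | dosing = one dose, 20 µM | benchmarks = EDTA negative control, DMSO positive control | measure = activation factor | timing = 30 min reaction, room temperature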
FLuc inh counter = firefly luciferase enzyme inhibitors, primary screen, artefact control for luciferase-based inhibitor screens, biochemical, luminescence, ATPLite | 10 min | inhibition, % at 10 µM | 200,000 tested, 1.5% active | AID 1006, 2008;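 active means inhibition above about 50% when tested at 10 µM, limit read from the data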
Target sequence (P08659 whole entry, looked up): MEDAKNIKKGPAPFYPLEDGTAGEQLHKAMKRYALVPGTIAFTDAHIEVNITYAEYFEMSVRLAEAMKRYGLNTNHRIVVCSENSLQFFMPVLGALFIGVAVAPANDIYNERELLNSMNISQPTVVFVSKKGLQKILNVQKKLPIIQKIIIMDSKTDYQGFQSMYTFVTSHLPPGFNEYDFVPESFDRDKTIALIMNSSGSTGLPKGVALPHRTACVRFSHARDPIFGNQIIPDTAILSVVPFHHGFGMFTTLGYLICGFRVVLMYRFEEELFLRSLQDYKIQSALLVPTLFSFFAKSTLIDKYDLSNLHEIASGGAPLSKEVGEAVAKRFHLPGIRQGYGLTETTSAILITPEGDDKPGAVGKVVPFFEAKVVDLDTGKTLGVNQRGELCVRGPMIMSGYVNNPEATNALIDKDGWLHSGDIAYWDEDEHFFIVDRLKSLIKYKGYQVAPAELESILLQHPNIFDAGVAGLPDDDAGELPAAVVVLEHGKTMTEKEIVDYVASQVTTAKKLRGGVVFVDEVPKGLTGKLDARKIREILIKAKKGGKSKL
Lmaj promast = Leishmania major promastigote growth inhibition, primary screen; inhibition, % at 10 µM; Leishmania major promastigotes, resazurin fluorescence viability; 200,000 tested, 9% active; in the data active means inhibition above about 50%;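 further: promastigotes grown with compound for 44 hours at 28 °C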
FLuc stim CS = FLuc activators, initial screening, artefact control for FLuc-dependent activation tests, biochemical, ATPlite luminescence; 200,000 tested, under 10 active; activation factor at 10 µM; ATPlite luciferase biochemical, 10 min; 0 = ATP-free wells, 1 = DMSO control; AID 1027, 2008; Luciferin 4-monooxygenase (Photinus pyralis), P08659;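 active means luciferase activation factor, scaled between plate controls, of at least 2 with compound at 10 µM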
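System: Luciferase/luciferin detection reagent, cell-free biochemical luciferase assay | Medium: PBS buffer for ATP | Dosing: Test compounds dosed from 2 mM stocks in 100% DMSO | Timing: 10 min at ambient temperature | Signal: Luminescence measurement of luciferase light output | Evaluation: Luciferase activation, seen as luminescence increase over controls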
APP transl inh = inhibitors of APP translation via 5'UTR reporter, primary screen, APP 5'UTR luciferase, SH-SY5Y cells; SH-SY5Y APP 5'UTR-luciferase reporter, luminescence; inhibition, % at 2 µM; 190,000 tested, 0.82% active; AID 1285, 2008;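 active means inhibition above a set limit, derived from the sample mean plus 3 SD, cut at about 45% in these data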; further: values of inactives mirror those of a sister screen read the other way
* marks the source's active call; other numbers are inactive results; nt = no result given.

Letters – A = TNAP inh no acc; B = TNAP inh hi DEA; C = RAM network inh; D = bIAP act; E = bIAP inhibitor; F = TNAP act hi DEA; G = FLuc inh counter; H = Lmaj promast; I = FLuc stim CS; J = APP transl inh
structure: CCOC(=O)c1ccc(NC(=S)N2CCCC2)cc1
  A = -6	B = -2	C = 0.5	D = 0.9	E = 8	F = 1	G = -3	H = 1	I = 1	J = -16
structure: Cc1nc(Sc2ccccc2)c(C#N)cc1-c1ccccc1
  A = -7	B = -3	C = 5.5	D = 0.8	E = 22	F = 1	G = -6	H = -2	I = 1.1	J = nt
structure: NC(=S)n1[nH]c(-c2ccc([N+](=O)[O-])cc2)c(N=Nc2ccccc2[N+](=O)[O-])c1=O
  A = 12	B = 18	C = 5.0	D = 0.8	E = 23	F = 0.8	G = -8	H = 20	I = 1.1	J = 14
structure: Cc1cccc(CCN(Cc2cc3cccc(C)c3[nH]c2=O)C(=O)N2CCOCC2)c1
  A = -8	B = -3	C = -0.4	D = 1	E = -1	F = 1	G = -5	H = 32	I = 1	J = -21
structure: Cn1c(C(=O)OCC(=O)NCC2CCCO2)cc2sccc21 (stereo not given)
  A = -7	B = -1	C = 1.6	D = 1	E = -1	F = 1	G = 0	H = -1	I = 1	J = 14
structure: COc1cccc(C(=O)Nc2c3c(nn2-c2cccc(C)c2C)CS(=O)C3)c1OC (stereo not given)
  A = -6	B = 0	C = 1.7	D = 1	E = 5	F = 1	G = -4	H = 0	I = 1	J = -8
structure: COC(/C=C/Nc1ccc(OC)cc1)=C(C#N)C#N
  A = -10	B = -6	C = 0.3	D = 0.9	E = 8	F = 1.1	G = -4	H = -1	I = 1	J = 11
structure: CCOC(=O)Nc1ccccc1C(=O)Nc1cc(C)cc(C)c1
  A = -7	B = -2	C = 3.9	D = 1.1	E = -6	F = 1	G = -2	H = 4	I = 1	J = -6
structure: O=C(CN1C2CCCC1CC(NC(=O)c1ccccc1)C2)Nc1nccs1 (stereo not given)
  A = -7	B = 2	C = 0.0	D = 0.8	E = 16	F = 1	G = -8	H = 23	I = 1.1	J = 19
structure: O=C1CCc2cc(S(=O)(=O)NC(Cc3ccccc3)C(=O)NCCC3=CCCCC3)ccc2N1 (stereo not given)
  A = -26	B = -9	C = -0.1	D = 1.2	E = -22	F = 1.1	G = -7	H = -7	I = 1.1	J = -3
structure: COC(=O)CSc1nnc(CNC(=O)c2cc(OC)cc(OC)c2)n1-c1ccc(F)cc1
  A = -13	B = -4	C = 1.1	D = 1.1	E = -10	F = 1	G = -6	H = -6	I = 1.1	J = 1
structure: CN(C)c1nc(/C=C(\C#N)C(N)=O)c(Cl)n1-c1ccc(F)cc1
  A = -1	B = 4	C = -0.4	D = 1	E = 4	F = 1	G = -3	H = 18	I = 1	J = -15
structure: C=CCn1c(CNC(=O)c2ccco2)nnc1SCC(=O)N1c2ccccc2Sc2ccccc21
  A = -10	B = -8	C = -0.6	D = 1.1	E = -13	F = 1.1	G = -3	H = 8	I = 1	J = -2
structure: Cc1cc(NC(=O)CSc2nnnn2-c2ccccc2)no1
  A = -3	B = 0	C = 2.0	D = 0.9	E = 11	F = 1	G = -5	H = -3	I = 1.1	J = -16
structure: Cc1ccc2nc(NC(=O)CCCc3nc4ccccc4s3)sc2c1
  A = -24	B = -4	C = 3.9	D = 0.9	E = 6	F = 1	G = 3	H = 91*	I = 1	J = -62
structure: CCN(CC)CCNC(=O)c1ccccc1C(=O)c1ncc[nH]1
  A = -3	B = -3	C = 1.5	D = 1	E = -2	F = 1	G = 4	H = -5	I = 1	J = -1
structure: O=C1CC(c2cccs2)c2cc3c(cc2N1)OCCO3 (stereo not given)
  A = -8	B = -8	C = 2.1	D = 0.8	E = 19	F = 1.1	G = -3	H = -5	I = 1	J = -22
structure: CCC(=O)c1cc(F)c(N2CCN(C(=O)c3ccco3)CC2)cc1C
  A = -5	B = 4	C = 1.6	D = 0.9	E = 6	F = 1	G = 3	H = -9	I = 1	J = -9
structure: CSc1ccc(CN(C)CC(=O)NCc2ccc(F)cc2)cc1
  A = -2	B = 4	C = 0.9	D = 1.2	E = -17	F = 1	G = -3	H = -5	I = 1	J = 5
structure: COc1ccc(Oc2cc(C)nc(Cl)n2)nn1
  A = 0	B = 8	C = 2.5	D = 1	E = 1	F = 0.9	G = 4	H = 0	I = 1	J = 0
structure: O=C(c1cnccn1)N(c1ccccc1)C1(C(=O)NC2CCCCC2)CCCCC1
  A = -9	B = -5	C = -0.5	D = 1	E = -1	F = 1	G = -4	H = 6	I = 1	J = 4
structure: COc1cccc(OCC(O)CN2CCC(Cc3ccccc3)CC2)c1 (stereo not given)
  A = -6	B = -5	C = -0.1	D = 0.9	E = 6	F = 1	G = -4	H = 95*	I = 1	J = -2
structure: Cc1ccc(N=CC=C2OC(C)(C)C(C)(C)O2)c(C)c1
  A = 0	B = -4	C = 1.3	D = 0.9	E = 5	F = 1	G = 10	H = 9	I = 0.9	J = 3
structure: O=c1cc(CO)oc(C(Nc2ccccn2)c2cccc(F)c2)c1O (stereo not given)
  A = -4	B = -8	C = 0.6	D = 1	E = 4	F = 1.1	G = -15	H = -7	I = 1.1	J = 4
structure: Cc1noc(C)c1COC(=O)c1ccc(-c2nc3ccccc3s2)s1
  A = 5	B = -1	C = 3.1	D = 1	E = 2	F = 1	G = 4	H = -6	I = 1	J = -15

A different layout for some results above.
SMILES	TNAP inh no acc	TNAP inh hi DEA	RAM network inh	bIAP act	bIAP inhibitor	TNAP act hi DEA	FLuc inh counter	Lmaj promast	FLuc stim CS	APP transl inh
CCOC(=O)c1ccc(NC(=S)N2CCCC2)cc1	-6	-2	0.5	0.9	8	1	-3	1	1	-16
Cc1nc(Sc2ccccc2)c(C#N)cc1-c1ccccc1	-7	-3	5.5	0.8	22	1	-6	-2	1.1	nt
NC(=S)n1[nH]c(-c2ccc([N+](=O)[O-])cc2)c(N=Nc2ccccc2[N+](=O)[O-])c1=O	12	18	5.0	0.8	23	0.8	-8	20	1.1	14
Cc1cccc(CCN(Cc2cc3cccc(C)c3[nH]c2=O)C(=O)N2CCOCC2)c1	-8	-3	-0.4	1	-1	1	-5	32	1	-21
Cn1c(C(=O)OCC(=O)NCC2CCCO2)cc2sccc21 (stereo not given)	-7	-1	1.6	1	-1	1	0	-1	1	14
COc1cccc(C(=O)Nc2c3c(nn2-c2cccc(C)c2C)CS(=O)C3)c1OC (stereo not given)	-6	0	1.7	1	5	1	-4	0	1	-8
COC(/C=C/Nc1ccc(OC)cc1)=C(C#N)C#N	-10	-6	0.3	0.9	8	1.1	-4	-1	1	11
CCOC(=O)Nc1ccccc1C(=O)Nc1cc(C)cc(C)c1	-7	-2	3.9	1.1	-6	1	-2	4	1	-6

The listing continues.
Letters – A = TNAP inh no acc; B = TNAP inh hi DEA; C = RAM network inh; D = bIAP act; E = bIAP inhibitor; F = TNAP act hi DEA; G = FLuc inh counter; H = Lmaj promast; I = FLuc stim CS; J = APP transl inh
structure: C=CCOC(=O)CN1C(=O)c2ccccc2C1=O
  A = -8	B = 1	C = 2.8	D = 1.1	E = -6	F = 1	G = -2	H = -5	I = 1	J = -21
structure: O=C(Nc1nc2ccc(F)cc2s1)c1cccs1
  A = -11	B = -1	C = 2.2	D = 1	E = -1	F = 1	G = 50*	H = 17	I = 0.5	J = -112
structure: Cc1nnc(C)n1/N=C/c1cccc(Oc2ccccc2)c1
  A = 1	B = 2	C = 0.1	D = 1	E = 5	F = 1	G = -5	H = -2	I = 1.1	J = 8
structure: Cc1cnc(NC(=O)c2cc3c(C)nn(Cc4ccccc4Cl)c3s2)s1
  A = 10	B = -2	C = 5.0	D = 1	E = 1	F = 1	G = -7	H = 60*	I = 1.1	J = -8
structure: CC(C)OC(=O)Cn1cc(C#N)c2ccccc21
  A = -9	B = -4	C = -2.2	D = 0.9	E = 6	F = 1	G = -4	H = 0	I = 1	J = 3
structure: Cc1cccc2cc(CN(Cc3cccnc3)C(=S)NCCCN(C)C)c(=O)[nH]c12
  A = 0	B = 0	C = 0.8	D = 1	E = -2	F = 1	G = -5	H = -7	I = 1.1	J = 11
structure: CCN(CC)C(=O)COc1ccc(S(=O)(=O)N2CCOCC2)cc1
  A = -3	B = -8	C = 1.0	D = 0.9	E = 8	F = 1.1	G = -6	H = -7	I = 1.1	J = -3
structure: O=S(=O)(c1ccc(Br)cc1)N1CCN(c2cc(-c3ccccc3)nc3ncnn23)CC1
  A = 1	B = 4	C = 3.3	D = 1	E = 5	F = 1	G = -1	H = 48	I = 1	J = 14
structure: CCCCn1c(N)c(N(CCOC)C(=O)CN2c3ccccc3CC2C)c(=O)[nH]c1=O (stereo not given)
  A = -6	B = -5	C = 2.5	D = 1.1	E = -9	F = 1.1	G = -10	H = 0	I = 1.1	J = 6
structure: COCCOC(=O)c1c(NC(=O)CNCc2ccco2)sc(C(N)=O)c1C
  A = -18	B = -3	C = 0.7	D = 1.2	E = -18	F = 1	G = -1	H = 1	I = 1	J = 5
structure: O=c1[nH]c(Cc2ccccc2)nc2scc(-c3ccccc3)c12
  A = -22	B = 0	C = 2.1	D = 0.9	E = 8	F = 1	G = -10	H = -2	I = 1.1	J = 0
structure: COCCNCC(=O)NCC12CC3CC(CC(C3)C1)C2
  A = -16	B = -7	C = 0.7	D = 0.9	E = 6	F = 1.1	G = -8	H = -4	I = 1.1	J = 1
structure: CN1CCN(CC/C=C2/c3ccccc3Sc3ccc(S(=O)(=O)N(C)C)cc32)CC1
  A = -10	B = -8	C = nt	D = 1.1	E = -11	F = 1.1	G = -6	H = nt	I = 1.1	J = -12
structure: CC(=O)c1cccc(N=Nc2c(-c3ccccc3)[nH]n(-c3ccccc3)c2=O)c1
  A = -19	B = 5	C = 7.8	D = 1	E = -3	F = 0.9	G = -5	H = 4	I = 1.1	J = 17
structure: NNC(=O)c1ccc([N+](=O)[O-])c(CS(=O)(=O)c2ccc(Cl)cc2)c1
  A = -8	B = 0	C = 0.1	D = 0.9	E = 6	F = 1	G = -4	H = -15	I = 1	J = -7
structure: COC(=O)c1ccsc1NC(=O)c1cccc(OC)c1
  A = -8	B = -3	C = 3.5	D = 1	E = 3	F = 1	G = -6	H = 14	I = 1.1	J = -10
structure: COc1ccc(C(=O)O/N=C2\CCS(=O)(=O)c3sccc32)cc1
  A = -9	B = -6	C = 3.0	D = 1	E = 0	F = 1.1	G = 30	H = -3	I = 0.7	J = -14
structure: O=C(CC1NC(=O)NC1=O)Nc1ccccc1 (stereo not given)
  A = 7	B = 8	C = 0.3	D = 0.9	E = 7	F = 0.9	G = -3	H = -3	I = 1	J = -22
